High-throughput results from PubChem BioAssay.
KB-V1 MDR tox: KB-V1 MDR subline cytotoxicity | KB-V1 MDR cells viability, CellTiter-Glo, 72 h | Potency, µM (doses to about 46.1 µM), for the others: top-dose activity change, negative = cytotoxicity, actives largely listed as cytotoxic | hit rate 3.4% among 400,000 | AID 1347076; note: potency is the fitted concentration of half-maximal effect; % is set by controls: 0 for no effect and ±100 for the full control effect; nearly all actives have a fitted effect of over 60% in size
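Cells of the MDR subline KB-V1 are plated, dosed with compound at multiple concentrations, and incubated 72 h at 37 degrees C; CellTiter-Glo is then added and luminescence read after 10 min.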
HT1080-NT tox: kills 2HG-producing HT-1080-NT fibrosarcoma cells; Potency, µM (highest dose often 46.1 µM), inactives show at the highest dose activity, negative = less viability, usual class: cytotoxic; HT-1080-NT fibrosarcoma viability, CellTiter-Glo ATP luminescence, 48 h; hit rate 1.6% among 360,000; AID 686970;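 note: NT is the 2HG producing partner of a matched IDH1 knockdown line; potency is the fitted concentration of half-maximal effect; 0% = DMSO-treated cells and -100% = media-only wells without cells; nearly all actives have a fitted effect of over 55% in size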
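750 cells/well, RPMI + 5% FBS; 2 h settle, compound pin-transfer, 48 h at 37 degrees C. CellTiter-Glo 10 min RT, luminescence. Normalized to DMSO and media-only wells.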
HT1080 IDH1KD tx: kills HT-1080 cells with IDH1 knockdown | HT-1080 IDH1 knockdown viability, ATP luminescence, 48 h | Potency, µM (series often up to 46.1 µM), for the others: at the top dose activity, negative = toxicity, actives largely listed as cytotoxic | hit rate 2% among 360,000;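 note: potency is the fitted concentration of half-maximal effect; 0% = DMSO wells and -100% = cell-free medium wells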
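HT-1080-IDH1KD cells (IDH1 knocked down), 750/well in RPMI with 5% FBS, treated with compound 48 h at 37 degrees C. Viability by CellTiter-Glo luminescence, normalised to DMSO and no-cell wells; concentration-response curves classed.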
KB-3-1 cytotox: KB-3-1 parental cell cytotoxicity. KB-3-1 viability, CellTiter-Glo ATP luminescence, 72 h. Potency, µM (titrated, usually from 46.1 µM), for inactives: top-dose activity change, negative = cytotoxic, most hits filed as cytotoxic. hit rate 1.4% among 400,000; note: potency is the fitted concentration of half-maximal effect; % is set by controls: 0 for no effect and ±100 for the full control effect; nearly all actives have a fitted effect of over 60% in size
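72 h, 37 °C compound treatment of KB-3-1 parental cells; CellTiter-Glo added, 10 min, luminescence read. Data corrected against DMSO-only plates and normalized before curve fitting.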
IL1B secr inh: inhibitors of inflammasome signaling (IL-1 beta secretion). THP-1 LPS/ATP IL-1B secretion, AlphaLISA, 16 h; stronger effect = lower value. activity change, % at 57.5 µM. hit rate 4.7% among 360,000. AID 743279; in the data active = activity change below about -50%; inconclusive = mostly about -30% to -49%; note: % is set by controls: 0 for no effect and ±100 for the full control effect
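Secreted IL-1B measured by AlphaLISA bead assay after 16 h compound exposure of THP-1 cells; compounds (final up to 57.5 uM) added 1 h before LPS (250 ng/mL) and ATP (1.25 mM) stimulation; lower signal means less secretion.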
GLP-1R agonist: activates the human GLP-1 receptor; HEK293 GLP-1R CRE-luciferase, luminescence, 4-6 h; cells express a hypersensitive GLP-1R form; Potency, µM (top dose mostly 45.6 µM), for inactives: at the highest dose activation, usual class: activators; hit rate 0.007% among 380,000; AID 624172; note: potency is the fitted concentration of half-maximal effect; % of control where 0% means no effect
Target sequence (P43220 whole entry, looked up): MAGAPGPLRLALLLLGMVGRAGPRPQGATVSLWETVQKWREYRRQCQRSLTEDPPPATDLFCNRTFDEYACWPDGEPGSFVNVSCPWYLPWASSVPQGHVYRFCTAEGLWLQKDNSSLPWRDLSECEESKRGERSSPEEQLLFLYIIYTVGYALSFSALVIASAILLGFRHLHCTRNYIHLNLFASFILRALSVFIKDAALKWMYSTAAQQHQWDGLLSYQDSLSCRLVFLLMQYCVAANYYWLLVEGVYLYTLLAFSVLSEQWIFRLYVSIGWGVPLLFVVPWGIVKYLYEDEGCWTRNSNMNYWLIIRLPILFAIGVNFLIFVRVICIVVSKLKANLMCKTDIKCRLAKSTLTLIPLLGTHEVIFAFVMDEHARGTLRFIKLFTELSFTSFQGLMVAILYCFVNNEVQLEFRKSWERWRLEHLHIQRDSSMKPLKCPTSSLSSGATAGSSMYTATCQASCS
D3 antag: D3 dopamine receptor (human) antagonism | D3R cells, DiscoveRx beta-arrestin luminescence, antagonist mode; stronger effect = lower value | max response, negative = inhibition, % | hit rate 2.5% among 360,000; in the data active = max response below about -50%; inconclusive = no clear call, values can overlap the other calls; note: % is set by controls: 0 for no effect and ±100 for the full control effect; mostly tested at two doses, the higher about 12 µM
Target sequence (P35462 whole entry, looked up): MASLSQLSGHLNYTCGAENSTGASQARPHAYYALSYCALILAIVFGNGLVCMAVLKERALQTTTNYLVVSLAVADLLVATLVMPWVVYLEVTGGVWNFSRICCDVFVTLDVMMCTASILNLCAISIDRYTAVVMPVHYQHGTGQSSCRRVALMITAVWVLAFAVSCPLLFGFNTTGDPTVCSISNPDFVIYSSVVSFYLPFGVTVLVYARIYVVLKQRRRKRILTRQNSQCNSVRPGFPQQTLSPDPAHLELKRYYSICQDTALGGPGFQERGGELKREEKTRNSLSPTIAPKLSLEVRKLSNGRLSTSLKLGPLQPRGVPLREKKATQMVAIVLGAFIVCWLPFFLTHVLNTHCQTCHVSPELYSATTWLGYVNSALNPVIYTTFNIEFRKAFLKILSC
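Cells expressing the human receptor were seeded at 1500 cells/well, incubated overnight at 37 degrees C in 5% CO2, then exposed to library compounds with dopamine controls for 90 minutes at 37 degrees C before luminescent detection.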
DRD3 agonist: D3 dopamine receptor (human) agonism | hit rate 0.58% among 410,000 | D3R DiscoveRx beta-arrestin cells, luminescence, 90 min | max activation, % | P35462; in the data active = max activation above about 30%; note: 0% is about no effect; mostly tested at two doses, the higher about 12 µM
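Agonist mode: compounds and dopamine controls were applied to plated cells for 90 min at 37 degrees C after an overnight attachment at 1500 cells/well. Luminescent read-out followed 30 - 60 minutes at room temperature with DiscoveRx detection reagent.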
SW480 rereplic: inducers of DNA re-replication in SW480 colon cancer cells; Potency, µM (series often up to 46.1 µM), for inactives: at the top dose re-replication activation, most hits filed as activators; hit rate 1.8% among 340,000; AID 624297; SW480 DNA re-replication, Hoechst DNA content imaging, 48 h; note: potency is the fitted concentration of half-maximal effect; % of control where 0% means no effect; nearly all actives have a fitted effect of over 55% in size
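Treated cells incubate 48 hr (37 C, 5% CO2), are stained 40 min with Hoechst, and nuclear fluorescence is enumerated; a rise in nuclei with high DNA signal marks re-replication.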
Active calls of the source: *; ? = inconclusive; nt = not tested or not shown; [ ] = remark or other dose. Unless noted, calls come from the whole dose curve; as a rule, active = well fitted curve in the direction sought with a large enough effect; inconclusive = small, poorly fitted or top-dose-only effect, or another doubt; inactive = no such curve, though single readings can be large; an effect the other way counts as inactive or inconclusive.

The opening five compounds, to show the layout:
1	Cc1nn(CC(=O)NCc2cccc(F)c2)c(=O)c2cccn12
2	CSc1ccccc1NC(=O)c1csc(C)c1
3	O=C(O)/C(=C\c1ccco1)NC(=O)c1cccc2ccccc12
4	CC1C(=O)N(Cc2cn(CCC3OCCO3)nn2)CCS(=O)(=O)N1Cc1ccc(-c2ccc(F)cc2)cc1 (stereo not drawn)
5	COc1ccccc1CNS(=O)(=O)c1cc(C(=O)NCC2CCCO2)c(Cl)cc1Cl (stereo not drawn)

screen / no. | 1 | 2 | 3 | 4 | 5
KB-V1 MDR tox | 0% | ? | -19% | -17% | -3%
HT1080-NT tox | 7% | 24% | 2% | -4% | 6%
HT1080 IDH1KD tx | -2% | 2% | -2% | -2% | 0%
KB-3-1 cytotox | 1% | 16% | -7% | 14% | 7%
IL1B secr inh | 9 | 0 | -6 | 17 | -12
GLP-1R agonist | 5% | 8% | -10% | -3% | 7%
D3 antag | -2 | 2 | 20 | -9 | -4
DRD3 agonist | 2 | 8 | -14 | -6 | -10
SW480 rereplic | -3% | 10% | -3% | nt | 3%

The list itself (from the top)
1	Cc1nn(CC(=O)NCc2cccc(F)c2)c(=O)c2cccn12
2	CSc1ccccc1NC(=O)c1csc(C)c1
3	O=C(O)/C(=C\c1ccco1)NC(=O)c1cccc2ccccc12
4	CC1C(=O)N(Cc2cn(CCC3OCCO3)nn2)CCS(=O)(=O)N1Cc1ccc(-c2ccc(F)cc2)cc1 (stereo not drawn)
5	COc1ccccc1CNS(=O)(=O)c1cc(C(=O)NCC2CCCO2)c(Cl)cc1Cl (stereo not drawn)
6	COc1ccccc1N(Cc1ccccc1)S(=O)(=O)c1cccc(C(=O)Nc2ccc(C(C)=O)cc2)c1
7	CS(=O)(=O)NNC(=O)c1sccc1OCc1ncc(C(F)(F)F)cc1Cl
8	COCc1nc2oc3ccccc3c(=O)c2cc1C(=O)OC

screen / no. | 1 | 2 | 3 | 4 | 5 | 6 | 7 | 8
KB-V1 MDR tox | 0% | ? | -19% | -17% | -3% | 0% | ? | 17%
HT1080-NT tox | 7% | 24% | 2% | -4% | 6% | -11% | ? | 7%
HT1080 IDH1KD tx | -2% | 2% | -2% | -2% | 0% | -10% | ? | 19%
KB-3-1 cytotox | 1% | 16% | -7% | 14% | 7% | -6% | -14% | 17%
IL1B secr inh | 9 | 0 | -6 | 17 | -12 | 42 | 36 | -29
GLP-1R agonist | 5% | 8% | -10% | -3% | 7% | 5% | 10% | 1%
D3 antag | -2 | 2 | 20 | -9 | -4 | -29 | 14 | 3
DRD3 agonist | 2 | 8 | -14 | -6 | -10 | -7 | -8 | 1
SW480 rereplic | -3% | 10% | -3% | nt | 3% | -1% | 2% | -7%

9	COc1cc(-n2cnnn2)ccc1S(=O)(=O)N1CCOCC1
10	O=C(CCC(=O)N1CCCC1)N1CCCC1
11	CSc1ccc(CCNC(=O)CCc2c(C)nc3cc(-c4ccccc4)nn3c2C)cc1
12	CCN1CCN(c2ncnc3c2sc(=S)n3-c2ccccc2)CC1
13	CCN(CC(=O)Nc1c(F)cccc1F)C(=O)c1cc(S(=O)(=O)NCc2ccccc2)ccc1C
14	COCCN(C(=O)COC(=O)c1c(-c2ccccc2)noc1C)c1c(N)n(Cc2ccccc2)c(=O)[nH]c1=O
15	CCOC(=O)c1cccc(NC(=O)CC(c2cc(OC)c(OC)c(OC)c2)N2Cc3ccccc3C2=O)c1 (stereo not drawn)
16	Cc1cc(C)nc(NS(=O)(=O)c2ccc(NC(=O)C3(c4ccccc4)CCCC3)cc2)n1

screen / no. | 9 | 10 | 11 | 12 | 13 | 14 | 15 | 16
KB-V1 MDR tox | 2% | ? | 8% | ? | -2% | 6% | 17% | 12%
HT1080-NT tox | 1% | 13% | nt | 1% | -8% | 11% | nt | -6%
HT1080 IDH1KD tx | -2% | 17% | nt | -7% | -2% | 0% | nt | -1%
KB-3-1 cytotox | -7% | 1% | -1% | 10% | -10% | 9% | 6% | 2%
IL1B secr inh | 21 | 15 | nt | -17 | -10 | -12 | nt | 8
GLP-1R agonist | -1% | -1% | 1% | -5% | 0% | 11% | 13% | -5%
D3 antag | 10 | 3 | nt | -18 | -9 | 21 | nt | -2
DRD3 agonist | 0 | -2 | -5 | 0 | -13 | 4 | -1 | -5
SW480 rereplic | 0% | -6% | nt | -16% | -74%[inhibitor] | 3% | nt | 0%

17	CC(=O)c1c(C)[nH]c(C(=O)OCC(=O)Nc2ccccc2Cl)c1C
18	COc1ccc(NC(=O)O/N=C/c2c(C)nn(C(C)(C)C)c2C)cc1
19	C=CCN(c1ccc(C(=O)OC)cc1)S(=O)(=O)c1ccccc1
20	CCN(CC)c1cc(Oc2ccccc2)ncn1
21	CCOC(=O)N1CCN(C2=C(NS(=O)(=O)c3ccc(NC(C)=O)cc3)C(=O)c3ccccc3C2=O)CC1
22	COc1cccc(NC(=O)c2ccc(CN3CCN(c4ccccc4)CC3)cc2)c1
23	O=C1C(Cc2ccccc2)NC(=S)N1Cc1ccccc1 (stereo not drawn)
24	CC(C)c1nc2cc(Cl)ccc2n(Cc2ccccc2)c1=O

screen / no. | 17 | 18 | 19 | 20 | 21 | 22 | 23 | 24
KB-V1 MDR tox | 4.6µM* | ? | 11% | -25% | -1% | ? | 0% | -1%
HT1080-NT tox | -30% | -16% | 0% | -1% | -1% | -24% | -3% | -8%
HT1080 IDH1KD tx | -18% | -11% | 3% | 2% | -4% | ? | 1% | -4%
KB-3-1 cytotox | 21µM* | 3% | 11% | -2% | -18% | 8.9µM* | -4% | -2%
IL1B secr inh | 127 | 0 | 19 | 6 | 39 | -2 | -1 | 0
GLP-1R agonist | 15% | -2% | -7% | 12% | -3% | 6% | 3% | 28%
D3 antag | 11 | -12 | -76* | 21 | 0 | -18 | -8 | 4
DRD3 agonist | 4 | 4 | 1 | 0 | 4 | 3 | -3 | 7
SW480 rereplic | 0% | -4% | -6% | -1% | ? | -2% | -7% | 4%

25	CCOC(=O)N1CCC(NCCNC(=O)c2ccccc2Cl)CC1
26	CC(C)Oc1ccc(C2C(C(=O)c3ccco3)=C(O)C(=O)N2Cc2cccnc2)cc1 (stereo not drawn)
27	Cc1ccc(S(=O)(=O)N2CCN(C(=O)COC(=O)C3CCC3)CC2)cc1
28	Cc1[nH]c(C)c(S(=O)(=O)Nc2ccc(OC(F)(F)F)cc2)c1C(=O)N1CCCCC1
29	Cc1ccc(N(CC(=O)NCCSc2ccccn2)S(=O)(=O)c2ccc(F)cc2)cc1
30	Cc1nn(Cc2ccc(C(=O)NC(C)(C)C)o2)c(C)c1Br
31	COC(=O)[C@]12CCCCC=C1N(Cc1ccccc1)C(=O)[C@H](CC(=O)NCc1ccc(C)o1)C2
32	Cn1nc(C(=O)Nc2cccc(S(=O)(=O)N3CCCCC3)c2)c2ccccc2c1=O

screen / no. | 25 | 26 | 27 | 28 | 29 | 30 | 31 | 32
KB-V1 MDR tox | -3% | -22% | 9% | -1% | ? | ? | -6% | -1%
HT1080-NT tox | 11% | 2% | -3% | -16% | -3% | -10% | 17% | -29%
HT1080 IDH1KD tx | 16% | 0% | 15% | -18% | -11% | -14% | 8% | -21%
KB-3-1 cytotox | 4% | -4% | 3% | -19% | -1% | ? | -6% | ?
IL1B secr inh | 1 | -9 | 17 | ? | -4 | -20 | 43 | -54*
GLP-1R agonist | -4% | 15% | 4% | 7% | 22% | 18% | -4% | 22%
D3 antag | ? | -6 | -2 | -91* | 0 | 20 | 0 | 18
DRD3 agonist | -2 | -3 | 0 | -9 | 10 | 4 | -2 | 15
SW480 rereplic | 3% | 0% | 6.5µM* | -16% | 5% | 2% | nt | 19%

33	Cc1occc1C(=O)NNC(=O)c1ccccc1F
34	Cc1ccc(S(=O)(=O)N2CCN(C(=O)COC(=O)/C=C/c3ccccc3F)CC2)c(C)c1
35	CO[C@H]1CN(C)C(=O)c2cc(NC(=O)C3CCOCC3)ccc2OC[C@H](C)N(Cc2nccs2)C[C@H]1C
36	Cc1ccc2c(c1)C(C)(C)[C@]1(C)NC(=O)CCN21
37	Brc1ccc2cccnc2c1
38	O=C(N/N=C\c1c(F)c(F)c(F)c(F)c1F)c1ccc(-c2ccccc2)cc1
39	CCN(CC)c1ccc(/C=N/NC(=O)c2cccc(S(=O)(=O)Nc3ccccc3OC)c2)cc1
40	O=C(Nc1ccccc1O)c1cccc(S(=O)(=O)Nc2ccccc2O)c1

screen / no. | 33 | 34 | 35 | 36 | 37 | 38 | 39 | 40
KB-V1 MDR tox | -5% | -2% | 10% | 28% | 6% | nt | 0% | -1%
HT1080-NT tox | -19% | 8% | 14% | 18% | 8% | -6% | -24% | -7%
HT1080 IDH1KD tx | -6% | 8% | 12% | 19% | 11% | -5% | ? | -17%
KB-3-1 cytotox | -21% | -3% | ? | 10% | 13% | nt | 0% | -16%
IL1B secr inh | -16 | 2 | -62* | -15 | 0 | -14 | 0 | -8
GLP-1R agonist | -5% | -27% | nt | -10% | -20% | -6% | 6% | 0%
D3 antag | -13 | -27 | 20 | 2 | 9 | -13 | -23 | -6
DRD3 agonist | -3 | -5 | 5 | 4 | 0 | -5 | 2 | 2
SW480 rereplic | -554%[1.84 µM] | -7% | nt | -2% | -4% | 0% | 2% | -12%

41	Cc1cccc(NC(=O)COC(=O)c2cccc3c2C(=O)c2ccccc2C3=O)c1C
42	Cc1ccsc1/C=N/NC(=O)CNC(=O)c1ccco1
43	CCNC(=S)N1CCc2cc(OC)c(OC)cc2C1COc1ccc(F)cc1 (stereo not drawn)
44	Cc1ccc(-c2cc(C(=O)Nc3cccnc3)c3ccccc3n2)o1

screen / no. | 41 | 42 | 43 | 44
KB-V1 MDR tox | ? | -10% | -25% | 23%
HT1080-NT tox | -1% | ? | -14% | ?
HT1080 IDH1KD tx | 20% | 13% | -15% | ?
KB-3-1 cytotox | 1% | -4% | -4% | ?
IL1B secr inh | -19 | -14 | -61* | 8
GLP-1R agonist | 20% | 5% | 23% | -1%
D3 antag | 83 | -15 | 1 | -14
DRD3 agonist | 28 | -2 | 3 | -12
SW480 rereplic | 4% | -5% | -1% | 14%
